Screening data as filed in PubChem.
TNF necrop inh = inhibitors of TNF-alpha triggered necroptosis, primary screen, cell-based, Jurkat FADD-/-, single concentration; Jurkat FADD-/- TNF necroptosis rescue, ATP luminescence, 24 h; 0 = TNF only, 100 = no-TNF cells; activation (protection from cell death), % at 10 µM; 0.068% of 220,000 active;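 active means activation, meaning protection from cell death, of at least 50% relative to plate controls; inactive means activation below 50%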;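 further: necroptosis triggered by 40 ng/mL TNF-alpha added together with compound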
Rad51 HR inh = human RAD51 strand exchange inhibitors, primary screen, biochemical, fluorescence; 0.085% of 200,000 active; AID 1385, 2008; hRad51 DNA strand exchange, fluorescence dequenching; DNA repair protein RAD51 homolog 1 (Homo sapiens), Q06609; inhibition, % at 10 µM;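 active means inhibition above 40% at the single screening dose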;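 further: 0% = DMSO control wells and 100% = blanks with heterologous ssDNA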
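Material: hRad51 filaments on single-stranded DNA; Reagent: Donor/quencher-labelled 47-bp dsDNA substrate; Compound: 10 µM final, single point; Schedule: 37 °C 15-min filament assembly, 30-min compound preincubation, 15-min exchange; Technique: FRET fluorescence, excitation 485 nm, emission 520 nm; Benchmarks: control wells and blank wells on each plate.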
KCC2 mod = KCC2 cotransporter modulators, thallium flux, primary screen, cell-based, HEK293 KCC2, FluoZin-2 fluorescence, MLSMR | Solute carrier family 12 member 5 (Homo sapiens), Q9H2X9 | KCC2 cells, thallium flux FluoZin-2 fluorescence | B-score of Tl+ flux slope (higher = more flux/activation; lower = inhibition) at 10 µM | 2.2% of 190,000 active;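 active means thallium flux slope and its plate-corrected score both differing from the plate sample mean at a set confidence after two filtering rounds, in either direction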;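 further: slope of fluorescence scaled to starting intensity during 10 to 20 s after thallium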
Target sequence (Q9H2X9 whole entry, looked up): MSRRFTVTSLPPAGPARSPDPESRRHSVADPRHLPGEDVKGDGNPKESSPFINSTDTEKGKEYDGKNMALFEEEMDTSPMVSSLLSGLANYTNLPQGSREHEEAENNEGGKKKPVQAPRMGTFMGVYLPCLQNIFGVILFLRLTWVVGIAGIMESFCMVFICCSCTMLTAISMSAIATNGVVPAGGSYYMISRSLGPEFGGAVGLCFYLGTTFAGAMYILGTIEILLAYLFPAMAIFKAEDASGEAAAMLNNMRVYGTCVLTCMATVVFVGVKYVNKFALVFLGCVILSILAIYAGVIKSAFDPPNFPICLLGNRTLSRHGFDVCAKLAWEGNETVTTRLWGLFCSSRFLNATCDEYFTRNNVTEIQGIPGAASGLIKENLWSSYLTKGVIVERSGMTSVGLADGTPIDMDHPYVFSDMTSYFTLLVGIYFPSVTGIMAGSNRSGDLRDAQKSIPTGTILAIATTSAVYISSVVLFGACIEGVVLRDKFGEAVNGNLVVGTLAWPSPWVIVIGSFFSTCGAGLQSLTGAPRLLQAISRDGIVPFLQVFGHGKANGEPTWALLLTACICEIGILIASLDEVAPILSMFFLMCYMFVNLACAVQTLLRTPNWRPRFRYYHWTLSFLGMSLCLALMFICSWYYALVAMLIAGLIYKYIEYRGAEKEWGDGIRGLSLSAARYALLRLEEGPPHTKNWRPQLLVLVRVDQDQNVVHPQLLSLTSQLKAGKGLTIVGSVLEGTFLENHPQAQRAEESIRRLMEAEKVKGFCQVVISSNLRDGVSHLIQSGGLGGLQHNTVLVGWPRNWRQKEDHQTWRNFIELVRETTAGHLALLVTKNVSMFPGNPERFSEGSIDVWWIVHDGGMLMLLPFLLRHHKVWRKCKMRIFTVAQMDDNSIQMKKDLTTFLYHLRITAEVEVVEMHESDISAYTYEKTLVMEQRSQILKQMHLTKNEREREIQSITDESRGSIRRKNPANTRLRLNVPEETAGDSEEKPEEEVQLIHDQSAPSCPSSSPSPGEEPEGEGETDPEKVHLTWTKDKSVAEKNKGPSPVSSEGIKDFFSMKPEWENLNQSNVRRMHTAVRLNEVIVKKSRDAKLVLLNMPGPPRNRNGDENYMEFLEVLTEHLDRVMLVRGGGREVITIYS
FXIa inh = human FXIa protease inhibitors, primary screen, biochemical, 1536-well; Coagulation factor XI (Homo sapiens), P03951; inhibition, % at 5 µM; purified FXIa, Boc-Glu-Ala-Arg-AMC fluorogenic substrate; 0.14% of 220,000 active; AID 798, 2007;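 active means inhibition of at least 40%; inactive means inhibition below 40%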;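 further: fluorescence of freed AMC excited at 355 nm; 0% = enzyme without compound and 100% = no enzyme blank; many of its hits are not listed in these tables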
thrombin 1536 = human alpha-thrombin inhibitors, primary screen, counter-screen for coagulation protease inhibitor project, biochemical, 1536-well, fluorogenic AMC substrate | Prothrombin (Homo sapiens), P00734 | Boc-VPR-AMC fluorogenic substrate cleavage | inhibition, % at 5 µM | 0.26% of 220,000 active | AID 1046, 2008;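 active means inhibition at or above 40%; inactive means inhibition below 40%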;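 further: 0% = enzyme with no compound and 100% = wells without enzyme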
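System: human alpha-thrombin protein; Compound dosing: one concentration per compound, 5 µM, with 0.2% DMSO; Timing: reaction at room temperature; Technique: AMC fluorescence, 355/460 nm; Controls: enzyme without compound as high, wells lacking enzyme as low.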
Hck Nef HTS = inhibitors of Nef-activated human Hck kinase, primary screen, biochemical, Z-Lyte FRET, 384-well, Hck-YEEI; Tyrosine-protein kinase HCK (Homo sapiens), P08631; Recombinant Hck-YEEI plus Nef, Z-Lyte FRET kinase assay; inhibition, % at 20 µM; 0.68% of 220,000 active; AID 463187, 2010;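 active means Hck-Nef kinase inhibition above about 50%, limit read from the data; inactive means inhibition below that limit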;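 further: 0% = DMSO with Hck plus Nef and 100% = Hck alone without Nef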
FXIIa inh 1536 = human FXIIa protease inhibitors, primary screen, biochemical, 1536-well. purified FXIIa, Boc-QGR-AMC fluorogenic substrate, 2 h. inhibition, % at 5 µM. 0.3% of 220,000 active. AID 800, 2007; in the data active means inhibition above about 40%;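 further: 0% = enzyme with no compound and 100% = blank without enzyme; many of its hits are not listed in these tables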
KLK5 inh = human KLK5 protease inhibitors, primary screen, biochemical, 1536-well. inhibition, % at 5 µM. recombinant hK5, fluorogenic AMC substrate cleavage. Kallikrein-5 (Homo sapiens), Q9Y337. AID 873, 2007. 0.59% of 210,000 active;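 active means inhibition of 40% or more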;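 further: 0% = enzyme controls without compound and 100% = no-enzyme blanks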
zVAD death inh = inhibitors of zVAD-triggered necroptosis, primary screen, L929 cells; viability rescue, % at 10 µM; 0.38% of 220,000 active; L929 zVAD necroptosis rescue, ATP luminescence, 24 h; with zVAD 60 µM; AID 1377, 2008;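 active means activation, scaled between plate controls, above about 75%, limit read from the data; inactive means activation under that limit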;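 further: 0% = zVAD with DMSO and 100% = DMSO alone without zVAD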
Starred values were filed as active, the others as inactive; · = no result given.

SMILES | TNF necrop inh | Rad51 HR inh | KCC2 mod | FXIa inh | thrombin 1536 | Hck Nef HTS | FXIIa inh 1536 | KLK5 inh | zVAD death inh
CN(C)/C=C/C(=C\C(=O)C(F)(F)F)Nc1ccc(C(F)(F)F)cc1 | 0.1 | 1 | -0.074 | 3 | -5 | -11 | · | 1 | 2.9
Cc1ccc(S(=O)(=O)NCCC(c2ccccc2)c2ccccc2)cc1C(=O)O | 1.6 | -31 | -0.019 | 11 | 1 | 15 | 18 | 11 | 0.1
COc1cc(/C=N/NC(=O)CSc2ccccn2)ccc1OC(C)C | 2.4 | · | 1.6 | -2 | -14 | 15 | -3 | -4 | 1.0
CC(C)c1nc(SCc2ccccn2)c2c(=O)n(C)c(=O)n(C)c2n1 | -1.8 | -8 | · | -4 | -1 | 0 | 5 | 6 | 0.1
Cc1ccc(NC(=O)NC2(C(=O)NCc3ccco3)CCCCC2)cc1 | -3.3 | -7 | 0.1 | -4 | -4 | 1 | -4 | 4 | 0.6
O=C(COC(=O)[C@@H]1CCCN1C(=O)c1cccs1)NCCc1ccccc1 | -2.5 | 2 | 0.61 | -7 | -2 | -3 | -7 | 3 | 0.0
Cc1nn(CC(=O)NCc2ccc(C(=O)O)cc2)c(C)c1[N+](=O)[O-] | -0.1 | 6 | 0.023 | -4 | 1 | 23 | 9 | -8 | 2.4
CC1Cc2ccccc2N1CC(=O)c1c(N)n(Cc2ccccc2)c(=O)n(C)c1=O (stereo not drawn) | -0.3 | -12 | 0 | 6 | -14 | 3 | 8 | -12 | 0.6
OCc1ccccc1OCCOc1ccc(Cl)c2cccnc12 | -1.4 | -1 | -2.2 | -10 | -5 | 3 | 2 | 5 | 0.5
CCCC(=O)Nc1c2c(nn1-c1ccc(OC)cc1)CS(=O)(=O)C2 | 0.6 | -7 | 0.56 | -2 | -3 | 1 | 12 | 1 | 0.0
Cn1cnnc1Sc1ccc(C(=O)OCC(=O)NCC(F)(F)F)cc1[N+](=O)[O-] | 0.3 | 4 | -0.85 | 5 | 0 | 3 | 12 | 1 | -0.3
CCCCNC(=O)c1cc(C)nn1-c1ccccc1 | 2.9 | -10 | -0.011 | -2 | -1 | 22 | 7 | -2 | 0.5
CC1(C)CC(=O)C=C(Nc2ccc(F)cc2)C1 | -1.5 | -13 | 0.2 | -1 | -1 | 0 | 15 | -8 | -0.4
COc1cccc(NC(=O)COC(=O)CCOc2ccccc2OC)c1 | -0.9 | 38 | -0.04 | -2 | 2 | -46 | 5 | -6 | 0.1
CN(C)S(=O)(=O)c1cccc(NC(=O)c2n[nH]c(=O)c3ccccc23)c1 | 0.9 | 3 | -0.46 | -2 | -3 | 7 | 7 | 1 | 1.9
CC1C/C(=N/NC(=O)c2cccs2)CC(C)(C)C1 (stereo not drawn) | 0.0 | -4 | 0.7 | 2 | 3 | 5 | 0 | -15 | -0.4
Fc1ccc(-c2nc3c(Cl)cc(C(F)(F)F)cn3c2Cl)cc1 | -3.7 | 0 | · | 4 | -6 | 0 | 1 | -34 | -0.5
NS(=O)(=O)c1ccc(N2C(=O)C3CC=CCC3C2=O)cc1 (stereo not drawn) | 0.2 | -1 | 3.7 | 0 | -9 | 20 | 10 | 3 | -2.0
CC(=O)Nc1cccc(NC(=O)C2CCCN2C(=O)Nc2cccc(F)c2)c1 (stereo not drawn) | 0.6 | 1 | · | -10 | -1 | -1 | 16 | -11 | 2.1
CCOC(=O)Cc1csc(NC(=O)CSc2nnc(C3CC3)n2C)n1 | -0.1 | -2 | -0.16 | 18 | 1 | 0 | 24 | 0 | 0.1
CC1=CC(=O)CC2C1(C)CCC(C)C2(C)CCC(C)CC(=O)O (stereo not drawn) | 0.0 | 4 | 0.0057 | 2 | 4 | 33 | 9 | 0 | -0.6
O=C1c2ccccc2C(=O)N1c1nc2nccc(-c3ccccc3)n2n1 | -6.8 | 5 | -0.53 | -5 | -6 | 1 | 7 | -8 | -0.1
CCCOC(=O)c1ccc(NC(=O)c2ccccc2[N+](=O)[O-])cc1 | 3.3 | 4 | -0.88 | -5 | -7 | 18 | 3 | -6 | 53
O=C1C2=C(CCCC2)C(=O)N1c1cccc(OCCBr)c1 | -0.8 | -4 | -0.58 | 1 | -5 | 1 | 10 | -14 | 0.3
CNC(=S)N/N=C/c1cc(Br)cc(Br)c1O | -1.6 | 2 | 2.1 | -7 | -5 | 2 | 3 | -59 | 0.4
COCCCn1c(SCC(=O)NC(C)C)nnc1-c1ccccc1 | -2.2 | -1 | 0.098 | 1 | -3 | 1 | 15 | 0 | 0.1
C=CCN(CC=C)CCOc1ccccc1F | 1.7 | · | 0.47 | -4 | -3 | 2 | 5 | -6 | 1.6
CCC(=O)N1CCN=C1SCc1ccccc1 | 0.7 | 2 | · | 11 | 14 | 2 | 29 | 41* | 1.6
COc1ccc(/C=N/NC(=O)C(=O)N2CCN(c3ccccc3OC)CC2)cc1 | -9.3 | -5 | -0.059 | 5 | -1 | 3 | 12 | -11 | 0.2
CCCCN(CC)C(=O)c1ccc(-c2ccccc2)cc1 | 1.9 | -1 | -1.4 | -9 | -6 | 3 | -4 | -7 | 1.5

Compound profiles, as listed above:
C=CCN(CC=C)CCOc1ccccc1F is listed as TNF necrop inh = 1.7; Rad51 HR inh = ·; KCC2 mod = 0.47; FXIa inh = -4; thrombin 1536 = -3; Hck Nef HTS = 2; FXIIa inh 1536 = 5; KLK5 inh = -6; zVAD death inh = 1.6
O=C1C2=C(CCCC2)C(=O)N1c1cccc(OCCBr)c1 is listed as TNF necrop inh = -0.8; Rad51 HR inh = -4; KCC2 mod = -0.58; FXIa inh = 1; thrombin 1536 = -5; Hck Nef HTS = 1; FXIIa inh 1536 = 10; KLK5 inh = -14; zVAD death inh = 0.3

More results
SMILES | TNF necrop inh | Rad51 HR inh | KCC2 mod | FXIa inh | thrombin 1536 | Hck Nef HTS | FXIIa inh 1536 | KLK5 inh | zVAD death inh
O=C(COCc1nc2ccccc2c(=O)[nH]1)NC1CCCC1 | 1.3 | 2 | 0.013 | 4 | -9 | 2 | 21 | -2 | 0.0
C#CCOC(=O)Nc1cnccc1C(F)(F)F | 0.4 | 7 | -0.33 | 8 | -4 | 11 | 1 | -3 | 0.8
COCCn1c(SCC(=O)Nc2cc(C)on2)nnc1-c1ccco1 | 1.2 | -7 | · | 3 | 0 | 0 | 10 | -9 | -0.2
O=C1CC(c2ccccc2Cl)Cc2c1cnn2-c1nc2ccccc2s1 (stereo not drawn) | -0.3 | -5 | -0.00084 | 4 | 1 | 0 | 6 | 0 | -0.3
C#CCOCCOCCOCCNc1nc(N2CCN(C(=O)C(Cc3ccc(O)cc3)n3cc(C(N)CC(C)C)nn3)CC2)nc(N2CCN(C(=O)C(Cc3ccc(O)cc3)n3cc(C(N)C(C)CC)nn3)CC2)n1 (stereo not drawn) | 2.7 | -1 | 0.0088 | -1 | -4 | -11 | 5 | -2 | -0.3
Cn1c(SCC(=O)NC2CCCCC2)nnc1-c1ccc(N)cc1 | -0.3 | 0 | -0.89 | 3 | -4 | 17 | 9 | 4 | 4.7
Cc1cc(=O)oc(C)c1C(=O)Nc1ccc(Cl)cn1 | -2.0 | 6 | 0.11 | -16 | -7 | 0 | -6 | -6 | -0.1
O=C(COC(=O)Cc1cccc(C(F)(F)F)c1)NCC1CCCO1 (stereo not drawn) | -0.6 | 3 | 1.5 | 10 | -9 | 1 | -2 | -21 | -0.7
O=C(COC(=O)CCc1ccccc1)Nc1ncc(Cl)cc1Cl | -0.8 | -7 | -0.93 | 6 | 42* | 3 | 17 | 3 | -0.1
Cc1nn(C(=O)c2nn(C)cc2[N+](=O)[O-])c(C)c1Br | 1.6 | 15 | 0.38 | 0 | 3 | 28 | 10 | 1 | 7.8
COc1ccc(-n2c(C)c([N+](=O)[O-])c3ccc(O)c(CN4CCCCC4)c32)cc1 | 6.4 | 3 | -0.068 | 7 | 5 | 3 | 19 | 23 | -0.9
O=C(CNC(=S)N(Cc1ccc(F)cc1)C1CCCCC1)NCCN1CCOCC1 | -0.8 | 0 | -0.66 | 2 | · | 17 | 6 | -3 | 0.0
Cc1csc(NC(=O)NC2(C(F)(F)F)Oc3ccccc3O2)n1 | -13 | 3 | · | 4 | 6 | 1 | 7 | -7 | 78*
CCOc1cccc(CN2CCN(c3cccc(C(F)(F)F)c3)CC2)c1O | 0.6 | -6 | 1.4 | 5 | 2 | 2 | 5 | -16 | 1.1
O=C(N/N=C/c1cn(-c2ccccc2)nc1-c1cc2ccccc2o1)c1ccccc1Br | 5.8 | · | 0.31 | 3 | -5 | 4 | 13 | -17 | 1.9
Cc1ccc(S(=O)(=O)CCC(=O)OCC(=O)NC(N)=O)cc1 | 5.7 | 19 | -0.025 | 10 | -1 | 2 | 4 | 2 | -0.5
COc1ccccc1Nc1nc(-c2sc(NC(=O)c3cccc(Cl)c3)nc2C)cs1 | 0.8 | -11 | 1.1 | 0 | 3 | 0 | 8 | -13 | -0.1
CCN(CC(=O)NCCc1ccc(S(N)(=O)=O)cc1)Cc1nc2cc(OC)c(OC)cc2c(=O)[nH]1 | -2.2 | -2 | 0.6 | 3 | -5 | 3 | -4 | -49 | 0.1
CC1CC(C)(C)NC(=S)N1CC(=O)NCc1ccccc1Cl (stereo not drawn) | 1.5 | 0 | 0.0062 | 4 | -6 | 2 | 7 | -18 | 0.5
COc1ccc(CN=C2NN=C(c3ccccc3)CS2)cc1 | 3.5 | 4 | -0.008 | -5 | -13 | 16 | 1 | -11 | 3.9
CCC1CCCCN1CCCNC(=O)Cn1nc(-c2ccccc2)ccc1=O (stereo not drawn) | 0.7 | -7 | -0.22 | 12 | 5 | 1 | 13 | 9 | 0.1
CC1CC(CC(=O)NC(=S)Nc2ccccc2Cl)C(=O)O1 (stereo not drawn) | 0.2 | -32 | -0.079 | 11 | 4 | 5 | 11 | -5 | -0.6
Cc1cccc(Nc2ccccc2C(=O)NCc2ccco2)c1C | -14 | -4 | 1.1 | -1 | -5 | 1 | -3 | -5 | 0.4
Cc1ccc(S(=O)(=O)Nc2nc3ccccc3nc2N2CCN(c3ccccc3F)CC2)cc1 | 0.2 | 0 | -0.19 | 5 | 3 | -2 | 15 | -11 | 0.1
CC(C)c1ccc(NC2=NCC(=O)N2Cc2cccs2)cc1 | 0.7 | 1 | -2.1 | -6 | -3 | 20 | 1 | -4 | 0.2
CCOC(=O)c1c(C)sc2c1N(C(=O)CCl)c1cc(Cl)ccc1S2 | -13 | 10 | -0.74 | -26 | -2 | -1 | 5 | 2 | 22

This is a subset; count on the stated rates, not on these rows.
